Bioassay records deposited in PubChem by several laboratories.
SMARCA2 activ – increases SMARCA2 function in MMTV reporter cells | activation, % at 9.1 µM | actives 1% (n = 370,000) | MG213 cells, MMTV-luciferase reporter, dexamethasone, overnight; in the data active means activation above about 7.8%;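 further: 0% = vehicle wells and 100% = reference activator wells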
PG9 Ab binder – PG9 antibody binding by small molecule | TR-FRET gp120-PG9 antibody binding | inhibition, % at 6.7 µM | actives 0.43% (n = 360,000); in the data active means inhibition above about 8.5%
ADAM17 inh – inhibitors of human ADAM17; P78536; recombinant ADAM17, EDANS/DABCYL FRET peptide cleavage; actives 0.83% (n = 370,000); inhibition, % at 6.95 µM;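 active means inhibition above the mean of compounds lying between control limits plus 3 SD, set per campaign, cut at about 8.5% in these data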;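 further: 0% = DMSO-only wells as the low control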
ssDAF12 agonist – activators of S. stercoralis DAF-12 nuclear receptor; activation, % at 6.8 µM; actives 1% (n = 370,000); HEK293 ssDAF-12/GRIP1 lit1-tk-luc reporter, luminescence; % of 3 µM dafachronic acid response;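 active means activation above the mean over all tested compounds plus 3 SD, cut at about 0.9% in these data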;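 further: 0% = DMSO-only wells and 100% = 3 µM delta7-dafachronic acid wells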
ADAM10 inh – inhibits human ADAM10; O14672; recombinant ADAM10, EDANS/DABCYL FRET peptide cleavage, 3 h; inhibition, % at 7 µM; actives 0.62% (n = 370,000); AID 720582;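 active means inhibition above a per-campaign cutoff equal to the mean of compounds falling between control-based bounds plus 3 SD, cut at about 20% in these data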;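 further: 0% = DMSO wells while the 100% control is not disclosed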
Target sequence (O14672 214-748 limits assumed): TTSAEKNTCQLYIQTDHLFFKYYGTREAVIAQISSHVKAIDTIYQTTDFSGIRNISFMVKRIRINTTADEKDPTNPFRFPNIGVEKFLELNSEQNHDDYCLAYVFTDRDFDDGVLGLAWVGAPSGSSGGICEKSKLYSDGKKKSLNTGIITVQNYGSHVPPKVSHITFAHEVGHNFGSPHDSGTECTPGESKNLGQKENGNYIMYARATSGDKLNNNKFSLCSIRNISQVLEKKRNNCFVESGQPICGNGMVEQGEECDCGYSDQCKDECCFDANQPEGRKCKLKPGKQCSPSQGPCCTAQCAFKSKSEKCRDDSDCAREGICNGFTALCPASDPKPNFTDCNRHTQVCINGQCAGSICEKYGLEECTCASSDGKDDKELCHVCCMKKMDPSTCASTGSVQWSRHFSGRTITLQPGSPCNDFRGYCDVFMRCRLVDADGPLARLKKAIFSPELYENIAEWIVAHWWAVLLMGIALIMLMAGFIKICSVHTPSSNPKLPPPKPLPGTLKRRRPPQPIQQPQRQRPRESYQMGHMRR
hcDAF-12 act – activates DAF-12 receptor from parasite H. contortus; HEK293 hcDAF-12 lit1-tk-luc reporter, luminescence; 0% DMSO, 100% Δ7-dafachronic acid; activation, % at 6.8 µM; actives 1.4% (n = 370,000); AID 652067;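 active means activation above the mean of all tested compounds plus 3 SD, cut at about 5.5% in these data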;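 further: 100% = response to 3 µM Δ7-dafachronic acid high control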
DAX1 inh-1 – inhibitors of human orphan nuclear receptor DAX1 (NR0B1) | inhibition, % at 6.75 µM | actives 0.99% (n = 340,000) | AID 504766 | P51843 | HEK293 Gal4-DAX1 luciferase reporter, luminescence;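 active means inhibition above the mean over all tested compounds plus 3 SD, cut at about 4.2% in these data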;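 further: 0% = DAX1-transfected cells with DMSO and 100% = empty-vector control cells with DMSO; inhibition shows as a rise in luminescence from relieved DAX1 repression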
Target sequence (P51843 207-470 limits assumed): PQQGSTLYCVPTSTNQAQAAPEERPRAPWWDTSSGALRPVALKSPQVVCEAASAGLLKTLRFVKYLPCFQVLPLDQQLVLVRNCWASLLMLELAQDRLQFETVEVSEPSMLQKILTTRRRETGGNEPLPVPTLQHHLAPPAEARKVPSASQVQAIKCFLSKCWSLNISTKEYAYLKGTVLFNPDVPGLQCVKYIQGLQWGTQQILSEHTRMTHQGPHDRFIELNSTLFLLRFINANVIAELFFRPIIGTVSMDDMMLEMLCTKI
GC-A act – GC-A (human) enzyme activation | AID 1671463 | activation, % at 10 µM | HEK293 GC-A cells, cGMP TR-FRET, EC30 ANP; 0% at EC30 ANP, 100% saturating ANP | actives 0.14% (n = 370,000) | P16066; in the data active means activation above about 40%
DAX1 inh-2 – DAX1 (NR0B1) inhibition, primary screen. actives 1.1% (n = 370,000). inhibition, % at 6.8 µM. HEK293T StAR-luciferase reporter, SF-1/DAX-1 repression relief. AID 652010;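 active means inhibition above the mean over all tested compounds plus 3 SD, cut at about 3.6% in these data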;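 further: 0% = DAX-1 cells with DMSO and 100% = cells lacking DAX-1 with DMSO; higher inhibition means more luminescence from relief of DAX-1 repression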
FXN GAA850 act – frataxin GAA850 promoter activation | HEK293 lucGAA850 FXN promoter luciferase reporter, 24 h; percent of 10 µM SAHA response | activation, % at 6 µM | actives 0.56% (n = 360,000) | AID 540364;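 active means activation above the average of all compounds screened plus 3 SD, cutoff fixed separately per campaign, cut at about 7.5% in these data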;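 further: 0% = DMSO wells and 100% = 10 µM SAHA wells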
hgDAF12 agonist – agonists of H. glycines DAF-12 nuclear receptor. AID 687014. activation, % at 6.8 µM. HEK293 GAL4-hgDAF12 UAS-luciferase reporter, agonist luminescence; normalized to butyrate control. actives 1.8% (n = 370,000);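 active means activation above a cutoff set at the mean of all screened compounds plus 3 SD, cut at about 10% in these data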;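 further: 0% = DMSO wells and 100% = sodium butyrate wells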
Starred values were filed as active, the others as inactive; i = inactive; nt = no result given. Compounds were not picked by outcome; 6.8% or so of the library scored in one or more.

SMILES | SMARCA2 activ | PG9 Ab binder | ADAM17 inh | ssDAF12 agonist | ADAM10 inh | hcDAF-12 act | DAX1 inh-1 | GC-A act | DAX1 inh-2 | FXN GAA850 act | hgDAF12 agonist
COc1cccc(/C=C/c2nc(S(=O)(=O)c3ccccc3)c(N(C)C)o2)c1 | 5 | -2.5 | -34 | -0.9 | -91 | 0.2 | 0.0 | -3 | -1.0 | -0.1 | 1.2
Nc1nc2c(c(=O)[nH]1)C(c1cccc3ccccc13)C1=C(N2)c2ccccc2C1=O (configuration not stated) | 1 | 0.1 | -1 | -0.1 | -1 | 2.4 | 0.4 | -5 | -0.7 | -0.5 | -3.0
CCOC(=O)C1(CC2CC2)CCN(C(=O)c2cccnc2C)CC1 | -3 | 0.2 | -3 | -2.0 | 0 | -0.1 | 2.4 | -1 | 0.0 | 3.2 | 2.0
O=C(CSc1nc2nc3c(cc2c(=O)n1-c1ccccc1)CCCC3)Nc1cccc2ccccc12 | -2 | -0.6 | 2 | -0.9 | 9 | 2.4 | -0.6 | -6 | -0.2 | 0.6 | -1.5
O=C(CN1CCCc2ccccc21)Nc1cc(S(=O)(=O)N2CCCC2)ccc1Cl | -1 | -0.3 | -3 | -0.1 | -16 | 2.1 | 0.6 | 2 | -0.1 | -0.4 | 3.9
c1ccc2c(c1)oc1c(N3CCN(Cc4ccc5c(c4)OCO5)CC3)ncnc12 | -2 | 0.2 | -1 | -0.6 | 6 | 2.6 | -0.8 | 3 | -1.6 | 2.6 | -0.2
CSc1ccccc1C(=O)Nc1ccc(C)c(C)c1 | 2 | 1.1 | 2 | -0.1 | -11 | 1.2 | -0.2 | 6 | 1.9 | 5.6 | 7.4
O=C(NC(=S)NC1CCCCC1)c1ccc(F)cc1 | 3 | 0.1 | 0 | 0.2 | 5 | 2.6 | 1.1 | 4 | 1.3 | 6.7 | 6.7
CC(C)N1CCC(N2CCN(Cc3ccc(-c4ccccc4Cl)o3)CC2CCO)CC1 (configuration not stated) | -1 | -1.2 | -1 | -0.7 | 1 | 3.1 | 0.2 | -1 | 0.3 | 1.4 | -2.3
O=C(CNC(=O)[C@@H]1Cc2ccccc2CN1)NC1CCCCC1 | -3 | 0.2 | -4 | -1.1 | -3 | 0.5 | 0.0 | 1 | 0.1 | 0.8 | -1.3
CCOCCCn1c(SCC(=O)NC(C)C)nc2ccccc2c1=O | -2 | -1.2 | -3 | -1.8 | 1 | 0.1 | 0.8 | 2 | -0.7 | 4.3 | 0.0
COc1ccc(N2CCN(C(=O)CCCC(=O)c3ccccc3)CC2)cc1 | 1 | -1.3 | 0 | -1.8 | 4 | -0.9 | -1.2 | 2 | 0.0 | 1.1 | 0.3
O=c1[nH]cnc2c1ncn2[C@@H]1O[C@H](COS(=O)(=O)O)[C@@H](O)[C@H]1O | 0 | 1.8 | 1 | -0.6 | -4 | 0.1 | 1.6 | -2 | 0.1 | -1.4 | 0.9
CCN(C[C@H]1N[C@@](Cc2ccccc2)(C(=O)OC)[C@H]2C(=O)N(Cc3ccccc3)C(=O)[C@@H]12)C(=O)COC | 3 | 0.4 | -1 | -1.2 | -4 | -1.1 | 1.6 | -1 | -1.4 | -4.2 | 0.0
COc1ccc(S(=O)(=O)N2CCCCCC2)cc1C(=O)N(C)Cc1ccc(C)cc1 | -2 | 0.7 | 0 | -1.7 | 4 | -0.3 | -1.4 | 1 | -0.4 | -0.2 | -1.3
Cc1onc(-c2ccccc2)c1C(=O)N1CCCC(C)(C(=O)NS(=O)(=O)C2CC2)C1 (configuration not stated) | -3 | 0.0 | -1 | -0.5 | -3 | 0.4 | nt | 1 | -0.2 | 0.0 | -0.1
COC(=O)c1ccccc1NC(=O)CN(C1CCCCC1)S(C)(=O)=O | -5 | -1.6 | -10 | -0.3 | -6 | -1.6 | 1.5 | -7 | 0.2 | -1.8 | -1.6
CC[C@]12c3[nH]c4ccccc4c3CCN1C(=O)C(CC(=O)NCC13CC4CC(CC(C4)C1)C3)C[C@@H]2C(=O)N1CCN(C(=O)C2CC2)CC1 (some centres not stated) | 1 | 1.0 | 1 | -1.4 | -2 | -1.9 | 0.1 | -3 | 1.4 | 9.0* | 1.2
COC(=O)CNC(=O)CNC(=O)Nc1ccccc1 | 2 | -1.5 | 0 | -1.5 | 9 | 1.2 | 0.1 | -1 | -0.1 | 0.2 | -2.6
CSCc1ccc(C(=O)N2CCC(CCC(=O)N(C)Cc3ccccc3)CC2)o1 | -2 | 0.1 | 1 | -1.1 | 4 | -0.4 | -0.1 | -6 | -1.5 | 1.0 | 1.1
COc1ccc(N=C2SC(C(=O)Nc3ccc(F)cc3)CC(=O)N2C)cc1 (configuration not stated) | 1 | 0.9 | 2 | -2.1 | 12 | -0.5 | -0.1 | -2 | -0.8 | -1.1 | -0.9
CN(C)CCC(=O)c1ccc(F)cc1 | -2 | -0.3 | 2 | -1.5 | 2 | -2.0 | -0.5 | 72* | 0.2 | 0.1 | 0.4
Cc1[nH]c(=S)[nH]c(=O)c1CCCO | -1 | 0.6 | -3 | -1.6 | 2 | -0.4 | -0.3 | -1 | -0.9 | 3.7 | -2.5
CC(C)C[C@H]1COCCS(=O)(=O)N1Cc1ccccc1F | 0 | -1.7 | -1 | -1.4 | -2 | -0.6 | 0.6 | 1 | 0.4 | 0.1 | 5.0
O=C(NCc1ccccc1)C(c1ccco1)N1CCN(c2ccccc2F)CC1 (configuration not stated) | -5 | -2.0 | -1 | -0.9 | -1 | -1.7 | nt | -1 | -0.7 | nt | -2.0
O=C(NC1CC1)C1CCN(C2CCN(C(=O)c3ccc(C(F)(F)F)cc3)CC2)CC1 | -2 | -1.4 | -2 | -0.4 | -5 | -1.0 | 0.8 | 1 | -0.3 | -0.1 | 1.5
Cc1ccc(CS(=O)Cc2ccc(C(=O)NCCCc3ccccc3)o2)cc1 (configuration not stated) | -4 | 0.1 | -3 | -1.9 | -1 | -2.1 | -0.4 | 3 | -0.1 | -1.0 | 0.6
COc1ccc(/C=N/Nc2nc(N)cc(Cl)n2)cc1OC | 2 | -0.4 | 0 | 0.5 | -5 | 3.4 | 0.0 | 4 | 0.5 | 5.4 | 3.7
CCC1CCCCN1CCCNC(=O)c1cc2c(Cl)nc3ccccc3c2s1 (configuration not stated) | 8 | -0.5 | 1 | -0.6 | 2 | 2.0 | 0.5 | 15 | 0.8 | 5.5 | 0.5
N#CCOc1ccccc1/C=N/n1nnnc1N | 0 | -1.5 | -2 | -1.4 | 1 | -1.2 | 2.7 | -1 | 0.5 | 0.1 | 0.7

Reprinted at random: 2 entries already listed
SMILES | SMARCA2 activ | PG9 Ab binder | ADAM17 inh | ssDAF12 agonist | ADAM10 inh | hcDAF-12 act | DAX1 inh-1 | GC-A act | DAX1 inh-2 | FXN GAA850 act | hgDAF12 agonist
COc1ccc(/C=N/Nc2nc(N)cc(Cl)n2)cc1OC | 2 | -0.4 | 0 | 0.5 | -5 | 3.4 | 0.0 | 4 | 0.5 | 5.4 | 3.7
COc1cccc(/C=C/c2nc(S(=O)(=O)c3ccccc3)c(N(C)C)o2)c1 | 5 | -2.5 | -34 | -0.9 | -91 | 0.2 | 0.0 | -3 | -1.0 | -0.1 | 1.2

Next part
SMILES | SMARCA2 activ | PG9 Ab binder | ADAM17 inh | ssDAF12 agonist | ADAM10 inh | hcDAF-12 act | DAX1 inh-1 | GC-A act | DAX1 inh-2 | FXN GAA850 act | hgDAF12 agonist
CCOc1ccc(N2C(=O)CCC2=O)cc1 | -5 | -1.0 | -1 | -0.6 | -9 | -1.0 | 0.4 | -2 | 0.0 | -1.9 | -0.1
Cc1ccc(S(=O)(=O)N2CCN(c3ncnc4scc(-c5ccc(F)cc5)c34)CC2)cc1 | 2 | -0.7 | -2 | -0.6 | -3 | -1.1 | -1.0 | -1 | -1.0 | -3.0 | 0.9
Cc1ccc(Cc2c(-c3ccc(C#N)cc3)nc3ccc(Br)cn23)cc1 | 4 | 6.2 | -3 | -0.8 | -17 | -1.1 | -0.7 | 30 | 0.8 | 0.6 | 5.0
CC(C)n1c(=O)c2ccccc2n1CC(=O)N1CCOCC1 | -4 | 0.7 | -151 | -0.8 | i | 0.7 | nt | -2 | 1.2 | nt | -2.3
CCC(C)C(NC(=O)c1ccccc1NC(=O)c1ccccc1)C(=O)N1CCOCC1 (configuration not stated) | -2 | -1.1 | -3 | -1.2 | -2 | 2.8 | -1.2 | 2 | 0.1 | 1.7 | -1.7
N#CN=C(N)c1ccccc1 | 0 | -0.5 | -2 | -0.4 | 3 | -0.3 | 1.1 | 4 | -0.5 | 0.5 | 1.4
Cc1cc(C)c(C#N)c(SCC(=O)N2CCN(Cc3ccccc3)CC2)n1 | -2 | 1.1 | -2 | -0.7 | -3 | -0.1 | 1.2 | 2 | -0.4 | 0.3 | 1.3
CC1CCN(C(=O)CSc2nnc(-c3ccco3)o2)CC1 | -1 | -0.5 | -1 | -1.3 | -6 | 2.3 | -0.5 | 2 | -0.1 | 3.3 | -2.1
Cc1cc(C(=O)N2CCC(CO)(Cc3cccc(C(F)(F)F)c3)CC2)n[nH]1 | -2 | -0.6 | -1 | -1.1 | -6 | -0.7 | -0.7 | 0 | 0.4 | 0.6 | -1.7
CCCn1c(=S)[nH]c2cc(C(=O)N3CCc4ccccc43)ccc2c1=O | -2 | -1.5 | 0 | 0.5 | 5 | 3.9 | 0.4 | -1 | 1.5 | -1.1 | 1.6
CCCCNC(=S)NNC(=O)c1ccco1 | -2 | 1.2 | -3 | -1.4 | -8 | -1.4 | 1.9 | 1 | 0.5 | 1.8 | 1.1
Cc1cc(C(=O)CN2C(=O)NC(Cc3c[nH]c4ccccc34)C2=O)c(C)n1C (configuration not stated) | -1 | 0.3 | -3 | -1.2 | 2 | -0.7 | 1.0 | 2 | -0.1 | -0.7 | 2.4
COc1ccc(N2CCN(CCCNC(=O)CCCn3c(=O)[nH]c4ccsc4c3=O)CC2)cc1 | 5 | 0.2 | -4 | -0.3 | 4 | -1.5 | -0.8 | -2 | -0.1 | -1.2 | -3.0
COc1ccc(NC(=O)CC(C)CC(=O)NCc2ccccc2)c(OC)c1 (configuration not stated) | -1 | -2.2 | -4 | -0.8 | -4 | 0.9 | 0.5 | -5 | -0.1 | -0.9 | -1.5
COc1cc(C(=O)OCc2csc(CC(=O)Nc3cc(C)ccc3C)n2)ccc1OC(F)F | 0 | -0.2 | 6 | -1.0 | -40 | -0.9 | -0.1 | 0 | 0.0 | 2.6 | 1.0
CCCCc1nnc(NC(=O)COC)s1 | -1 | 1.0 | -4 | -1.4 | -6 | -0.1 | 1.6 | 3 | 0.6 | 0.0 | -0.2
O=C(CN1CCN(Cc2ccccc2F)C1=O)NCCc1ccc(Cl)cc1 | -2 | -1.1 | 2 | -0.6 | 9 | -1.4 | -0.4 | -4 | 0.2 | 1.4 | -2.2
NC(=O)c1c(NC(=O)c2ccncc2)sc2c1CCCC2 | 3 | 0.2 | 1 | -1.6 | -3 | -1.7 | 0.8 | -4 | 0.4 | 1.0 | 4.5
COc1ccc(C(=O)NCc2nnc(SCC(=O)NCCc3ccccc3)o2)cc1 | 0 | 0.6 | -2 | -1.4 | 3 | 0.2 | 0.1 | 1 | -0.9 | -0.8 | 0.7
CCCn1c(=O)c2sccc2n2c(CCCC(=O)NC3CCN(Cc4ccccc4)CC3)nnc12 | -4 | -2.4 | -2 | -1.2 | -2 | 3.6 | 0.2 | 8 | -0.3 | 0.5 | 3.3
